Screening data (PubChem)
All columns: NCI-60 one-dose screen, growth in % after 48 h at 10 µM unless noted; 100 = growth as untreated, 0 = no growth, -100 = all killed.
OVCAR-4 – OVCAR-4 ovarian cancer cells; AID 1794784; actives 3.7% (n = 80,000)
ACHN – ACHN renal cancer; actives 4.9% (n = 81,000)
A498 – A498 renal cancer cells | actives 5.4% (n = 76,000) | AID 1794774
OVCAR-3 – OVCAR-3 ovarian cancer; actives 7% (n = 79,000); AID 1794787
RXF 393 – RXF 393 renal cancer cells; actives 6.9% (n = 77,000); AID 1794773
OVCAR-5 – OVCAR-5 ovarian cancer; actives 2.9% (n = 82,000); AID 1794783
OVCAR-8 – OVCAR-8 ovarian cancer; actives 4.4% (n = 81,000)
CAKI-1 – CAKI-1 renal cancer; actives 4.7% (n = 75,000)
An asterisk follows results filed as active. How the source made its calls: active means growth percent below 10; inactive means the rest.

Screening O=C(N/N=C/c1ccsc1)c1[nH]c2ccc(Br)cc2c1-c1ccccc1 returned OVCAR-4 -30.8*, ACHN -28.0*, A498 -48.1*, OVCAR-3 -72.9*, RXF 393 -47.5*, OVCAR-5 -57.4*, OVCAR-8 -49.4* and CAKI-1 -21.8*.
COc1ccc2c(c1)[nH]c(=O)c1c3cccnc3cn21 was read as ACHN 30.5, A498 -3.5*, OVCAR-3 23.8, RXF 393 37.0, OVCAR-8 8.1* and CAKI-1 -14.4*.
Screening Oc1ccc(/C=N\NC(=S)N/N=C/c2ccc(O)cc2O)c(O)c1 returned OVCAR-4 102.2, ACHN 92.0, A498 111.5, RXF 393 103.5, OVCAR-5 113.4, OVCAR-8 88.4 and CAKI-1 95.0.
C=CCn1c(SCC(=O)Nc2ccc(OC)cc2)nnc1-c1cc(-c2ccc(OC)cc2)nc2ccccc12 was read as OVCAR-4 96.0, ACHN 98.3, A498 85.7, OVCAR-3 104.1, RXF 393 88.6, OVCAR-5 98.7, OVCAR-8 96.6 and CAKI-1 90.3.
For N#CCCNCCC#N the results were OVCAR-4 101.1, ACHN 103.7, A498 100.8, OVCAR-3 112.8, RXF 393 114.5, OVCAR-5 108.2, OVCAR-8 104.9 and CAKI-1 107.1.
`COC(=O)C(Cc1c[nH]c2ccccc12)N1CC(=O)N2[C@@H](c3ccccc3)SC[C@H]2C1=O` (stereo partly drawn) gave OVCAR-4 106.5, ACHN 101.7, A498 100.0, OVCAR-3 108.5, RXF 393 118.4, OVCAR-5 93.0, OVCAR-8 105.8 and CAKI-1 100.9.
Cc1ccc(-c2nnc3sc(C4=Cc5ccccc5OC=C4)nn23)cc1 was read as OVCAR-4 99.2, ACHN 105.0, A498 61.6, OVCAR-5 98.0, OVCAR-8 89.8 and CAKI-1 79.6.
COc1ccc(C(=O)/C=C/c2ccc(C)s2)cc1 was read as OVCAR-4 90.7, ACHN 93.4, A498 75.2, OVCAR-3 115.6, RXF 393 108.2, OVCAR-5 113.6, OVCAR-8 96.8 and CAKI-1 89.5.
Screening CC1=C(C(=O)Nc2ccccc2)C(c2c(O)cc(O)cc2O)n2c(nc3ccccc32)N1 (stereo not drawn) returned OVCAR-4 105.9, ACHN 112.0, A498 105.2, OVCAR-3 113.6, RXF 393 115.3, OVCAR-5 108.2, OVCAR-8 102.4 and CAKI-1 86.6.
For O=C(CCn1c[n+](CC(=O)c2ccc(Cl)cc2)c2ccccc21)Nc1cccc2cccnc12 the results were OVCAR-4 102.7, ACHN 99.9, A498 116.0, OVCAR-3 109.7, RXF 393 121.6, OVCAR-5 102.1, OVCAR-8 101.6 and CAKI-1 98.7.
Screening C=C(C)/C([O-])=N/[N+](C)(C)CC(O)CCCCCCCCCCCC (stereo not drawn) returned OVCAR-4 66.4, ACHN 70.3, A498 84.5, OVCAR-3 84.6 and OVCAR-5 90.0.
Screening CCO[C@H]1CC[C@@]2(C)C(=CC[C@H]3[C@@H]4CC[C@H]([C@H](C)CCCC(C)C)[C@@]4(C)CC[C@@H]32)C1 returned OVCAR-4 101.9, ACHN 100.6, A498 92.3, OVCAR-3 107.6, RXF 393 125.5, OVCAR-5 104.1, OVCAR-8 108.5 and CAKI-1 88.7.
`COc1ccc(Cn2cc3c(c2-c2ccccc2)CCc2c(CO)noc2-3)cc1N` gave OVCAR-4 104.4, A498 109.5, OVCAR-3 102.5, RXF 393 93.6, OVCAR-5 98.6 and OVCAR-8 102.9.
`O=C1OCC/C1=C\N1CCCCC1` gave ACHN 112.3, OVCAR-3 114.5, RXF 393 108.8, OVCAR-5 115.1, OVCAR-8 100.8 and CAKI-1 91.2.
`CC(C)c1cc(C(=O)O)c(O)c(C(C)C)c1.CC(C)c1cc(C(=O)O)c(O)c(C(C)C)c1.[Mn]` gave OVCAR-4 96.3, ACHN 102.7, A498 125.7, OVCAR-3 96.9, RXF 393 129.1, OVCAR-5 115.7, OVCAR-8 101.3 and CAKI-1 100.4.
Screening CC(C)N=C(N)/N=C(/N)Nc1ccc(Cl)cc1 returned OVCAR-4 93.7, ACHN 89.2, A498 74.7, OVCAR-3 90.5, RXF 393 94.5, OVCAR-5 78.6, OVCAR-8 91.2 and CAKI-1 82.5.
For COc1ccc(N2C(=O)CCC2C(=O)Nc2ccccc2OC)cc1 (stereo not drawn) the results were OVCAR-4 99.3, ACHN 98.7, A498 100.1, OVCAR-3 96.3, RXF 393 101.0, OVCAR-5 108.1, OVCAR-8 97.6 and CAKI-1 84.3.
`Cn1ncc2c(=O)[nH]c(N)nc21` gave OVCAR-4 96.8, ACHN 108.5, A498 120.2, OVCAR-3 126.6, RXF 393 113.7, OVCAR-5 122.6, OVCAR-8 97.1 and CAKI-1 103.5.
For O=C(N/N=C\c1ccccc1Cl)c1ccncc1 the results were OVCAR-4 101.3, ACHN 106.1, A498 99.6, OVCAR-3 118.2, RXF 393 128.5, OVCAR-5 104.5, OVCAR-8 111.2 and CAKI-1 104.8.
For CC(N)c1ccc(Cl)cc1 (stereo not drawn) the results were OVCAR-4 98.9, A498 95.4, OVCAR-3 106.7, RXF 393 116.0, OVCAR-5 117.0 and OVCAR-8 102.7.

Reprinted at random: 6 entries already listed
`COC(=O)C(Cc1c[nH]c2ccccc12)N1CC(=O)N2[C@@H](c3ccccc3)SC[C@H]2C1=O` (stereo partly drawn) gave OVCAR-4 106.5, ACHN 101.7, A498 100.0, OVCAR-3 108.5, RXF 393 118.4, OVCAR-5 93.0, OVCAR-8 105.8 and CAKI-1 100.9.
COc1ccc2c(c1)[nH]c(=O)c1c3cccnc3cn21 was read as ACHN 30.5, A498 -3.5*, OVCAR-3 23.8, RXF 393 37.0, OVCAR-8 8.1* and CAKI-1 -14.4*.
For COc1ccc(N2C(=O)CCC2C(=O)Nc2ccccc2OC)cc1 (stereo not drawn) the results were OVCAR-4 99.3, ACHN 98.7, A498 100.1, OVCAR-3 96.3, RXF 393 101.0, OVCAR-5 108.1, OVCAR-8 97.6 and CAKI-1 84.3.
Screening CCO[C@H]1CC[C@@]2(C)C(=CC[C@H]3[C@@H]4CC[C@H]([C@H](C)CCCC(C)C)[C@@]4(C)CC[C@@H]32)C1 returned OVCAR-4 101.9, ACHN 100.6, A498 92.3, OVCAR-3 107.6, RXF 393 125.5, OVCAR-5 104.1, OVCAR-8 108.5 and CAKI-1 88.7.
For CC(N)c1ccc(Cl)cc1 (stereo not drawn) the results were OVCAR-4 98.9, A498 95.4, OVCAR-3 106.7, RXF 393 116.0, OVCAR-5 117.0 and OVCAR-8 102.7.
Cc1ccc(-c2nnc3sc(C4=Cc5ccccc5OC=C4)nn23)cc1 was read as OVCAR-4 99.2, ACHN 105.0, A498 61.6, OVCAR-5 98.0, OVCAR-8 89.8 and CAKI-1 79.6.

Remaining list, next part.
For O=C(Nc1ccc2c(c1)OCO2)C(=O)c1c[nH]c2cc(F)ccc12 the results were OVCAR-4 50.7, ACHN 44.9, A498 55.0, OVCAR-3 50.5, RXF 393 75.4, OVCAR-5 77.6, OVCAR-8 59.0 and CAKI-1 32.7.
O=C1OCC2=C1C(c1ccccc1F)CC(=O)N2c1ccccc1 (stereo not drawn) was read as OVCAR-4 107.4, ACHN 106.9, A498 82.5, OVCAR-3 107.7, RXF 393 92.3, OVCAR-5 110.9, OVCAR-8 100.1 and CAKI-1 98.4.
`CC(C)OC(CCC#N)c1ccccc1` (stereo not drawn) gave ACHN 109.9, A498 87.5, OVCAR-3 111.8, RXF 393 104.6, OVCAR-5 100.6, OVCAR-8 87.7 and CAKI-1 108.7.
For CN(CCCN(C)CCC1CCCCC1)CCC1CCCCC1 the results were OVCAR-4 59.1, ACHN 35.4, A498 84.7, OVCAR-3 73.9, RXF 393 -4.4*, OVCAR-5 56.4, OVCAR-8 67.6 and CAKI-1 46.9.
`O=S(=O)(NCCCNc1nccc(-n2cnc3ccccc32)n1)c1cccc2ccccc12` gave OVCAR-4 53.0, ACHN 79.0, A498 55.3, OVCAR-3 81.2, RXF 393 43.8, OVCAR-5 87.2, OVCAR-8 60.0 and CAKI-1 51.4.
For CC(=O)c1c(OCC#N)ccc2c(C)cc(=O)oc12 the results were OVCAR-4 106.6, ACHN 99.8, A498 100.9, OVCAR-3 119.9, RXF 393 105.6, OVCAR-5 113.6 and OVCAR-8 124.1.
`O=S(=O)(Nc1ccccn1)c1ccc(N=Nc2ccc(O)c3ncccc23)cc1` gave OVCAR-4 8.8*, ACHN -1.8*, A498 -11.5*, OVCAR-3 14.4, RXF 393 27.1, OVCAR-5 22.4, OVCAR-8 1.3* and CAKI-1 -4.1*.
Screening c1ccc(COCCOc2ccccc2)cc1 returned OVCAR-4 110.6, ACHN 106.5, OVCAR-3 106.3, RXF 393 99.2, OVCAR-5 98.1 and CAKI-1 96.6.
Screening CC(=O)Nc1nonc1-c1nc2ccccc2n1Cc1ccc(Cl)cc1Cl returned OVCAR-4 26.5, ACHN 60.1, A498 88.5, OVCAR-3 87.4, RXF 393 68.5, OVCAR-5 85.0, OVCAR-8 57.0 and CAKI-1 67.6.
For NC(=O)NC(CCCN=C(N)N)C(=O)O (stereo not drawn) the results were OVCAR-4 100.7, ACHN 98.7, A498 101.4, OVCAR-3 106.1, RXF 393 104.2, OVCAR-5 94.7, OVCAR-8 94.4 and CAKI-1 97.7.
For O=C1/C(=C/c2ccc(Cl)cc2)SC(=S)N1C1c2ccccc2Oc2ccccc21 the results were OVCAR-4 73.8, ACHN 73.9, A498 69.5, OVCAR-3 104.5, RXF 393 86.9, OVCAR-5 99.3, OVCAR-8 88.0 and CAKI-1 82.0.
Screening c1ccc(-c2cc(-c3ccccc3)c(-c3ccccc3)o2)cc1 returned OVCAR-4 105.1, ACHN 108.4, A498 107.0, OVCAR-3 101.7, RXF 393 114.7, OVCAR-5 107.3, OVCAR-8 108.2 and CAKI-1 92.2.
For CN(C)CCOc1ccc(CN)cc1 the results were OVCAR-4 104.5, ACHN 101.8, A498 98.8, OVCAR-3 102.9, RXF 393 102.2, OVCAR-5 101.9 and OVCAR-8 96.8.
For CCNc1nc(CC(C)C)c(C#N)c(=O)n1C the results were OVCAR-4 69.4, ACHN 76.6, A498 28.4, OVCAR-3 58.1, RXF 393 48.4, OVCAR-5 74.0, OVCAR-8 74.1 and CAKI-1 60.5.
Screening Cn1c(I)c(C#CCO[Si](C)(C)C(C)(C)C)c(=O)[nH]c1=O returned OVCAR-4 80.0, ACHN 99.7, A498 94.5, OVCAR-3 75.4, RXF 393 -15.3*, OVCAR-5 102.1, OVCAR-8 94.8 and CAKI-1 103.2.
O=C(C(Br)C(Br)c1ccccc1)C(Br)C(Br)c1ccccc1 (stereo not drawn) was read as OVCAR-4 34.9, ACHN -96.0*, A498 84.6, OVCAR-3 -79.9*, RXF 393 -85.1*, OVCAR-5 -57.4* and OVCAR-8 -10.8*.
`CCNC(=O)Oc1ccc(/C(=C(/C)Cc2ccc(OC)cc2)c2ccc(OCCN(C)C)cc2)cc1` gave OVCAR-4 87.5, ACHN 99.6, A498 90.8, OVCAR-3 86.1, RXF 393 71.9, OVCAR-5 91.0, OVCAR-8 88.1 and CAKI-1 93.3.
CSc1nc2c(=O)[nH]c(=O)[nH]c2n1-c1ccccc1 was read as OVCAR-4 108.0, ACHN 109.6, A498 105.4, OVCAR-3 111.0, RXF 393 115.0, OVCAR-5 110.4, OVCAR-8 98.1 and CAKI-1 98.1.
For COC(=O)C1=C(O)CON(c2ccccc2)[C@H]1c1ccccc1 the results were OVCAR-4 96.0, ACHN 101.2, A498 101.6, OVCAR-3 108.8, RXF 393 109.2, OVCAR-5 102.6, OVCAR-8 105.3 and CAKI-1 97.3.
NC(=O)COc1ccc(Br)cc1Br was read as OVCAR-4 106.3, ACHN 112.7, A498 71.3, OVCAR-3 107.2, RXF 393 90.2, OVCAR-5 98.1, OVCAR-8 98.2 and CAKI-1 99.9.
For CCOC(=O)c1c(C)oc2ncnc(Nc3ccc(OCc4cccc(C)c4)cc3)c12 the results were OVCAR-4 104.8, ACHN 98.1, A498 84.4, OVCAR-3 116.8, RXF 393 110.6, OVCAR-5 106.6, OVCAR-8 106.4 and CAKI-1 95.6.
Screening COc1ccc(-c2nc3sc(C)nn3c2/C=C/C(=O)c2ccc(OC)c(OC)c2)cc1 returned OVCAR-4 100.2, ACHN 90.4, A498 103.8, OVCAR-3 104.2, OVCAR-5 109.9, OVCAR-8 87.0 and CAKI-1 101.7.
C/C=C/C(=O)OCc1ccccc1 was read as ACHN 103.9, A498 120.1, RXF 393 102.5, OVCAR-5 103.0, OVCAR-8 109.1 and CAKI-1 109.3.
Screening O=C(CC(C(=O)O)C(c1ccccc1)[N+](=O)[O-])c1ccccc1 (stereo not drawn) returned OVCAR-4 99.7, ACHN 115.2, A498 86.1, OVCAR-3 109.8, RXF 393 102.6, OVCAR-5 106.1, OVCAR-8 103.6 and CAKI-1 104.0.
O=[N+]([O-])c1ccc(SSc2ccc([N+](=O)[O-])cc2Cl)c(Cl)c1 was read as OVCAR-4 83.0, ACHN 97.7, A498 22.7, OVCAR-3 100.6, RXF 393 119.9, OVCAR-5 126.0, OVCAR-8 100.1 and CAKI-1 87.7.

Compounds shown so far with a furan ring, fused or not (two):
Screening c1ccc(-c2cc(-c3ccccc3)c(-c3ccccc3)o2)cc1 returned OVCAR-4 105.1, ACHN 108.4, A498 107.0, OVCAR-3 101.7, RXF 393 114.7, OVCAR-5 107.3, OVCAR-8 108.2 and CAKI-1 92.2.
For CCOC(=O)c1c(C)oc2ncnc(Nc3ccc(OCc4cccc(C)c4)cc3)c12 the results were OVCAR-4 104.8, ACHN 98.1, A498 84.4, OVCAR-3 116.8, RXF 393 110.6, OVCAR-5 106.6, OVCAR-8 106.4 and CAKI-1 95.6.
